From PubChem
VIM-2 inh = inhibitors of Pseudomonas aeruginosa VIM-2 metallo-beta-lactamase; purified VIM-2, nitrocefin hydrolysis, epi-absorbance fluorescence; inhibition, % at 5.6 µM; actives 0.89% (n = 290,000); AID 1527;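 active = inhibition above the mean of all tested compounds plus 3 SD, cutoff set per screening run, cut at about 7.5% in these data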;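 note: red hydrolysis product quenches plate fluorescence so inhibitors raise well fluorescence; 0% = enzyme with DMSO and 100% = DMSO without enzyme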
GalR3 antagonist = antagonists of human GalR3 | O60755 | HEK293 GalR3-CNG cAMP membrane potential fluorescence; galR3 body fused to GalR1 C-terminus | inhibition, % at 3 µM | actives 0.44% (n = 360,000);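 active = inhibition above the screen-wide average plus 3 SD, cut at about 13% in these data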;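 note: forskolin and galanin both at EC90 stimulate the cells; cAMP rise reported by CNG channel membrane potential dye signal; 0% = forskolin plus galanin with DMSO and 100% = forskolin alone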
Target sequence (O60755 1-299 limits assumed): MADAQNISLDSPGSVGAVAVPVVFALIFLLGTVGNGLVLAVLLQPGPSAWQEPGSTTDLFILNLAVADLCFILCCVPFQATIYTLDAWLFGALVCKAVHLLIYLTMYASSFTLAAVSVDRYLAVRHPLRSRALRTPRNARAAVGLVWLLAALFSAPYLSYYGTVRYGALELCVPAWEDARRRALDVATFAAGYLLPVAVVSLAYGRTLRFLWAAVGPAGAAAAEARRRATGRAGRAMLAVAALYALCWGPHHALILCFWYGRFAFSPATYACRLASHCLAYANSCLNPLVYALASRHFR
HCV NS3 hel inh = inhibitors of Hepatitis C virus NS3 helicase | NS3 helicase DNA unwinding, Cy5 molecular beacon fluorescence | inhibition, % at 10.9 µM | actives 0.56% (n = 290,000);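 active = inhibition above the mean of all tested compounds plus 3 SD, set per campaign, cut at about 35% in these data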;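 note: 0% = DMSO wells and 100% = thioflavine S control wells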
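Assay system: hepatitis C virus NS3 helicase domain fragment enzyme. Also added: annealed dual-labelled DNA beacon duplex, ATP-started. Timing: 1 h reaction at 25 °C, ATP-initiated. Technique: Cy5 fluorescence at 0 and 60 min, beacon hairpin quenching. Evaluation: % inhibition of unwinding. Replication: one well per compound.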
p-CIP stab down = p/CIP protein destabilization | F442A p/CIP-EGFP cells, EGFP fluorescence, 16 h | decrease of EGFP signal, % at 10 µM | Q05BA5 | AID 1984 | actives 0.01% (n = 290,000);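 active = EGFP signal decrease of at least 30% at 10 µM or well 3 SD below plate mean, unless failing retest; inactive = the rest, including hits failing retest or dose response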; note: some compounds called inactive have numbers as strong as hits; many of its hits are not listed in these tables
CRFR2-BP antag = antagonists of CRF-binding protein/CRF-R2 receptor complex. HEK293 CRF-R2/CRF-BP, CRF-induced calcium fluorescence. inhibition, % at 11.8 µM. actives 0.59% (n = 350,000). AID 588475;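 active = inhibition of the ligand-induced calcium signal above about 50% at the single tested concentration, limit read from the data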
IMP-1 inh = blocks Pseudomonas aeruginosa IMP-1 metallo-beta-lactamase; purified IMP-1, nitrocefin hydrolysis, epi-absorbance fluorescence; inhibition, % at 5.6 µM; actives 0.45% (n = 290,000); AID 1556;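 active = inhibition above the mean plus 3 SD of all compounds in the same screening run, cut at about 4.5% in these data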;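 note: 0% = IMP-1 with DMSO and 100% = DMSO wells lacking enzyme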
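System – purified recombinant IMP-1 beta-lactamase · Input – IMP-1 dispensed at 0.2 nM · Timing – 15 min preincubation plus 25 min reaction at 25 °C · Signal – Epi-absorbance fluorescence, 480 nm excitation, 530 nm emission · Measure – percent IMP-1 inhibition derived from blank-referenced optical density · Controls – Enzyme-plus-DMSO low control, enzyme-free DMSO high control · Replication – singlicate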
IDE cell activ = boosts human insulin-degrading enzyme activity in HEK cells | P14735 | FAbeta-B cleavage, fluorescence polarization; 0% vehicle, 100% cell-free pure enzyme wells | activation, % at 5.96 µM | actives 0.073% (n = 340,000) | AID 493087;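 active = activation above the mean of all tested compounds plus 3 SD, set per screening campaign, cut at about 17% in these data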
UBC9 SUMO inh = inhibitors of human SUMOylation (UBC9); actives 0.36% (n = 290,000); AID 2006; inhibition, % at 35 µM; P63279; HTRF SUMOylation assay, SAE1/SAE2 + UBC9, in vitro; in the data active = inhibition above about 50%, passing the limit was not always enough; note: strong numbers were not always called active
Target sequence (P63279 whole entry, looked up): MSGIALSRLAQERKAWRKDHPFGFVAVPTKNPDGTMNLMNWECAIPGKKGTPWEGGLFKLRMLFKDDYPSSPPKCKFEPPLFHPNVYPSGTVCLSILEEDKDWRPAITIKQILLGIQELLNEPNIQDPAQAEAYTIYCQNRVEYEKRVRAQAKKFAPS
IDE inh = inhibitors of human insulin-degrading enzyme in cells; P14735; HEK cells, FAbetaB cleavage, fluorescence polarization; actives 0.41% (n = 320,000); AID 434962; inhibition, % at 5.59 µM;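 active = percent inhibition above the average of all tested compounds plus 3 SD, set per screening campaign, cut at about 16% in these data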;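 note: IDE supplied by intact live HEK cells; FP after avidin binding of uncleaved biotin substrate so inhibition keeps polarization high; 0% = DMSO wells and 100% = 60 µM reference IDE inhibitor Ii1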
Active calls of the source: *; . = no result given.

SMILES	VIM-2 inh	GalR3 antagonist	HCV NS3 hel inh	p-CIP stab down	CRFR2-BP antag	IMP-1 inh	IDE cell activ	UBC9 SUMO inh	IDE inh
CC1CCCCN1S(=O)(=O)c1ccc(-n2cnnn2)cc1 (centres undefined)	-1.8	-7	-6	-10	-2	-0.3	3	11	-3
CSc1ccccc1NC(=O)CSc1nnc(CNC(=O)c2ccccc2F)n1C	-2.1	-6	-7	-9	17	-1.4	1	16	2
CCOC(=O)c1c(C)nc2c(c1-c1ccccc1)C(=O)CCC2	1.0	-2	5	-10	-20	-2.1	-12	-10	3
COc1cc2c(cc1OC)C(c1ccc(Br)cc1)N(C(=O)c1ccccc1C(=O)O)CC2 (centres undefined)	1.4	-4	25	-6	1	-2.6	1	6	-5
CCc1nnc(N/N=C/c2cccs2)n1N	-4.7	-1	1	-20	-2	-1.4	6	28	-1
CCn1c(CNC(=O)COc2ccc(C(C)C)cc2)nnc1SCC(=O)Nc1ccccc1C(C)C	-5.7	-12	-4	-10	-14	-3.4	1	-3	1
CCOC(=O)c1c(NC(=O)c2cc(C)on2)c2cc([N+](=O)[O-])ccc2n1C	-2.7	.	-9	-2	23	-1.7	.	11	4
CC(NC(=O)COC(=O)c1cc(Cl)ccc1O)C1CC2CCC1C2 (centres undefined)	.	-6	.	.	3	.	2	.	0
CCOC(=O)C1CCCN(C(=O)Cn2sc3nc(C)cc(C)c3c2=O)C1 (centres undefined)	-1.4	.	7	-5	11	-4.1	-61	-6	19*
CCOC(=O)CSc1nnc(CNC(=O)c2cccc(C)c2)n1-c1ccccc1OC	-0.5	1	1	-3	-15	-2.7	3	-12	0
O=c1oc2ccccc2c2c1nc(C(F)(F)F)n2-c1ccccc1	1.4	-1	-2	-11	-6	-0.4	1	6	-3
COc1ccc(Cn2cc(C(=O)c3ccccc3)c(=O)c3cc(OC)ccc32)cc1	-2.7	1	2	-5	-12	-1.7	3	0	2
Cc1ccc(S(=O)(=O)N2CCN(C(=O)CCC(=O)NC3CCCc4ccccc43)CC2)cc1 (centres undefined)	-1.1	-4	-4	-2	11	-3.4	1	1	-1
Cc1cc(C)n2nc(C(=O)N/N=C/c3cccc(Cl)c3)nc2n1	-2.8	-5	-4	-1	6	-3.8	-1	-5	-4
C=CCn1c(N2C(=O)CC(Cc3ccccc3)C2=O)nc2ccccc21 (centres undefined)	-3.2	-4	2	1	-11	1.8	2	-1	3

3 entries from above, ordered by their value in IDE cell activ, rising.
SMILES	VIM-2 inh	GalR3 antagonist	HCV NS3 hel inh	p-CIP stab down	CRFR2-BP antag	IMP-1 inh	IDE cell activ	UBC9 SUMO inh	IDE inh
CCOC(=O)c1c(C)nc2c(c1-c1ccccc1)C(=O)CCC2	1.0	-2	5	-10	-20	-2.1	-12	-10	3
CC(NC(=O)COC(=O)c1cc(Cl)ccc1O)C1CC2CCC1C2 (centres undefined)	.	-6	.	.	3	.	2	.	0
CCOC(=O)CSc1nnc(CNC(=O)c2cccc(C)c2)n1-c1ccccc1OC	-0.5	1	1	-3	-15	-2.7	3	-12	0

(further entries)
SMILES	VIM-2 inh	GalR3 antagonist	HCV NS3 hel inh	p-CIP stab down	CRFR2-BP antag	IMP-1 inh	IDE cell activ	UBC9 SUMO inh	IDE inh
CC(C)N1CCN(Cc2ccc(Oc3ncccn3)cc2)CC1CCO (centres undefined)	-3.7	-4	5	-7	9	-2.3	0	15	-1
CCOCc1nnc(NC(=O)CCS(=O)(=O)Cc2ccccc2)s1	0.1	-10	13	1	12	-0.8	3	1	3
CCC(=O)N1CCc2cc(S(=O)(=O)CCC(=O)N3CCN(c4ccc(C(C)=O)cc4)CC3)ccc21	-6.7	5	1	-8	-11	-0.3	0	5	4
CN1CCN(c2ccc(NC(=O)COc3ccccc3)cc2Cl)CC1	1.6	1	-20	4	17	0.5	0	5	.
O=C(c1cnn2c(C(F)(F)F)cc(-c3ccco3)nc12)N1CCc2ccccc2C1	2.6	-7	9	-7	17	-5.4	-5	19	1
COc1ccc(OC)c(NC(=O)CSc2nnc(-c3ccco3)n2-c2ccccc2)c1	1.3	-1	-15	3	35	-3.9	2	-7	0
Cc1nc2sc(C(c3ccccc3)N3CC(C)OC(C)C3)c(O)n2n1 (centres undefined)	-3.2	4	14	-9	-14	-3.9	-5	11	8
Clc1ccc(Oc2cnns2)c(Cl)c1	-4.5	2	-2	-20	-26	-2.9	1	-7	1
O=[N+]([O-])c1cc2c(cc1/C=N\NS(=O)(=O)c1ccccc1)OCO2	2.4	-12	4	-1	-3	-0.7	2	17	3
COC(=O)c1nn(-c2cccc(C(F)(F)F)c2)c(=O)cc1Sc1ccccn1	-3.9	-3	-1	-3	-24	-4.4	2	13	4
Cc1ccc(-c2csc3ncn(/N=C/N(C)C)c(=O)c23)o1	-0.6	-4	7	-6	-2	-0.7	-6	30	3
Cc1cc(=S)n(-c2ccccc2)n1C	2.9	3	15	4	13	0.7	-1	20	4
O=C(CNC(=O)c1cnccn1)Nc1ccc(F)c(F)c1F	-4.5	-1	1	-8	5	-2.0	2	13	-1
COCCNC(=S)N(CCN(C)C)Cc1cc2cc3c(cc2[nH]c1=O)OCO3	-0.6	-7	-7	-6	-5	0.3	5	16	3
O=C(COc1ccc([N+](=O)[O-])cc1)Nc1ccccc1C(=O)NC1CC1	.	-4	.	.	12	.	6	.	-8
CCOC(=O)CSc1nnc(Cn2c(=O)sc3ccccc32)n1C	-2.8	-4	8	-6	35	-4.9	1	4	-5
COc1ccc(C(CC(=O)O)NC(=O)COc2ccc(C)cc2)cc1OC (centres undefined)	0.3	3	5	-2	5	0.7	5	11	-2
O=C(c1ccc2c(c1)OCO2)N1CCCc2ccccc21	-3.1	-3	-3	-7	16	-0.9	5	-5	3
Cc1cccc(CSc2nc3sc(C)c(C)c3c(=O)n2Cc2ccco2)c1	-1.4	-5	39*	-10	6	-3.6	2	9	-3
C=CCN1C(=O)/C(=C/c2ccsc2)SC1=S	-3.2	-5	24	-5	-2	-2.5	4	-8	1
Cn1c(=O)c2c(=O)cc(NNC(=O)CC#N)[nH]c2n(C)c1=O	-4.0	-2	9	-12	6	-2.8	2	6	-3
CN(C)S(=O)(=O)c1ccc(NC(=O)N2CCN(c3ccccc3)CC2)cc1	0.4	5	2	-4	-4	-0.8	-1	-25	-1
Cc1nnc(SCC(=O)Nc2cccc(S(N)(=O)=O)c2)n1-c1ccccc1	-2.3	-2	6	8	-4	-3.3	3	8	0
CC(NC(=O)Nc1ccc2c(c1)OCO2)c1ccncc1 (centres undefined)	-3.2	-5	6	-11	5	-2.2	8	3	2
CCOc1ccc(N2CC(C(=O)NCc3ccc4c(c3)OCO4)CC2=O)cc1 (centres undefined)	-3.1	-1	7	1	-9	-2.3	4	2	2
CCCCN1C(=N)N([C@@H](C)CN2CCC[C@H]2CN2C(N)=NC[C@H]2C(C)C)C[C@H]1[C@H](C)CC	.	-6	.	.	3	.	-2	.	1
S=c1[nH]nc(-c2ccco2)n1/N=C/c1ccccc1	2.7	-5	13	1	9	-3.0	-2	8	3
COC(=O)c1c(C)c[nH]c1C	-1.9	0	6	9	3	-3.5	3	-8	12
COc1ccc(CCNC(=O)CSc2nnc(C(C)N(C)C)n2Cc2ccccc2)cc1OC (centres undefined)	0.4	-5	-1	-5	9	-1.1	4	11	4
COc1ccc(C(N)=S)cc1	4.8	-1	5	10	15	3.5	7	14	-3
OCc1ccccc1OCCCN1CCC(Cc2ccccc2)CC1	-0.3	-3	-66	-5	0	-3.3	5	6	3
Cc1ccc(N/N=C/c2cccnc2)cc1	-2.3	-1	-17	-8	4	-3.7	1	10	9
CCOC(=O)C1(Cc2ccccc2C)CCCN(C(=O)CCn2nccc2C)C1 (centres undefined)	-1.5	-4	6	-9	-32	-2.3	0	17	-1
CCc1ccc(NC(=S)Nc2cc(OC)c(NC(=O)C(C)C)cc2OC)cc1	-1.7	-8	-11	-1	14	-3.6	2	-2	4
CCN(CC)S(=O)(=O)c1cc(NC(=O)C(=O)c2c(-c3ccccc3)cc3ccccn23)ccc1C	0.4	-5	-10	-10	-2	-4.6	4	7	6
CCOc1cc(-c2nnc(NC(=O)c3ccco3)o2)cc(OCC)c1OCC	.	-3	.	.	-6	.	3	.	-3
COc1cccc(NC(=O)Cn2c(=O)n(CC3CCCO3)c(=O)c3ccccc32)c1 (centres undefined)	-0.1	-1	1	-1	-6	-3.1	4	16	5
CC(=O)NS(=O)(=O)c1ccc(NC(=S)NC(=O)C2CCC2)cc1	-2.1	-4	0	9	11	-1.6	3	4	.
CN(CC(=O)Nc1cccc(F)c1)CC(=O)Nc1cccc(S(=O)(=O)N2CCCCC2)c1	.	-3	.	.	-7	.	4	.	9
CC(C)(C)c1ccc(/C=N/NC(=O)Cc2c[nH]c3ccccc23)cc1	-3.2	-5	-2	-15	2	-2.2	2	4	1
O=C(O)CNC(=O)c1ccc(NS(=O)(=O)c2ccc3ccccc3c2)cc1	0.7	-9	19	3	12	-1.8	1	6	3
CNc1nc(C)c(C(C)=O)cc1C#N	-3.4	0	-4	-9	-9	-3.9	2	27	9
O=S(=O)(NCC(Nc1ccc(Cl)cc1)c1ccccc1)c1ccc(Cl)cc1 (centres undefined)	-2.4	-7	14	-14	-23	-3.1	2	-36	3
O=C(COC(=O)/C=C/c1ccc(F)cc1)NCc1ccc2c(c1)OCO2	.	-6	.	.	-9	.	1	.	-2
Cc1cc(=O)[nH]c(SCC(=O)OCc2ccccc2)c1C#N	-5.2	10	-5	-22	-3	-1.1	3	8	0
CCCCOc1ccc(/C=N/NC(=S)Nc2cccc(C)c2C)cc1	-3.9	-6	2	-2	-13	-4.1	3	-21	5
COc1ccccc1-c1cc(C(F)(F)F)nc(NCc2cccs2)n1	-0.1	-5	7	1	-49	1.0	7	-29	-1
O=C(Nc1ccc(Cl)c(Cl)c1)c1csc(-c2ccccc2)n1	-4.5	-3	2	1	-11	-0.8	-2	9	-5
Cc1cccc(NS(=O)(=O)c2cccc(C(=O)N3CCN(S(=O)(=O)c4ccccc4)CC3)c2)c1	.	-2	.	.	-7	.	-4	.	4
O=C(c1cccc(C(F)(F)F)c1)N1CCC(O)(CS(=O)(=O)Cc2ccc(Cl)cc2)CC1	3.5	-8	6	-4	-24	-1.7	5	7	0
CCc1oc(C(=O)O)cc1COC	0.5	-3	-3	-4	-7	-3.0	3	11	-1
Cc1cc(C)n(C(=O)c2ccc([N+](=O)[O-])cc2Cl)n1	-1.9	-11	17	-12	-8	-2.6	5	11	0
COC(=O)CCc1c(C)nc(N)[nH]c1=O	-1.3	1	3	25	-16	-2.5	1	-4	-1
Cc1cccc(C)c1NC(=O)CN1C(=O)S/C(=C\c2cccn2-c2cccc(C(=O)O)c2)C1=O	-1.0	2	13	-2	37	-1.0	3	30	9
Cc1cc(/C=C2/SC(=S)N(c3cccc(C(F)(F)F)c3)C2=O)c(C)n1-c1cccnc1	0.3	.	25	.	-33	1.3	-2	.	3
